Screening data deposited in PubChem by Vanderbilt High Throughput Screening Facility.
Cav3 T inh = Cav3.2 calcium influx blockers – cell-based, Fluo-4 calcium fluorescence, FDSS, MLSMR library, primary screen. B-score at 10 µM. Cav3.2-expressing cells; active compounds read low. actives 4% (n = 100,000). Voltage-dependent T-type calcium channel subunit alpha-1H (Homo sapiens), O95180;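 active = single-dose well whose peak fluorescence ratio is a statistical outlier from its plate by either plate-standardised score or position-corrected B-score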
Starred values were filed as active, the others as inactive.

The first six records as a preview:
structure | Cav3 T inh
CC(C)(C)N=C1SCC(C)(/C=N/O)S1 (stereo not given) | -0.0068
CCOc1ccc(-c2nc(C#N)c(NC3CC3)o2)cc1 | 0.85
CC(C)(C)NC(=O)CN(Cc1cccs1)C(=O)c1csnn1 | 0.38
O=C(NC1CCN(Cc2ccccc2)CC1)C12CC3CC(CC(C3)C1)C2 | 3.6
COc1ccccc1C(=O)Nc1nnc(-c2ccco2)s1 | -1.5
CC(Nc1cc(=O)n(C)c(=O)[nH]1)c1ccccc1 (stereo not given) | 1.1

The whole of this part (from the top)
structure | Cav3 T inh
CC(C)(C)N=C1SCC(C)(/C=N/O)S1 (stereo not given) | -0.0068
CCOc1ccc(-c2nc(C#N)c(NC3CC3)o2)cc1 | 0.85
CC(C)(C)NC(=O)CN(Cc1cccs1)C(=O)c1csnn1 | 0.38
O=C(NC1CCN(Cc2ccccc2)CC1)C12CC3CC(CC(C3)C1)C2 | 3.6
COc1ccccc1C(=O)Nc1nnc(-c2ccco2)s1 | -1.5
CC(Nc1cc(=O)n(C)c(=O)[nH]1)c1ccccc1 (stereo not given) | 1.1
Cc1ccc(Cn2c(NCCc3ccccc3)nc3c2c(=O)n(C)c(=O)n3C)cc1 | -0.25
O=C(CC(=O)c1cc(Cl)ccc1O)c1ccccc1 | -1.2

(list continues)
structure | Cav3 T inh
c1ccc2c(N3CCCCC3)nc(N3CCCC3)nc2c1 | -1.8
COc1ccccc1CC(=O)N1CCN(c2cccc(C(F)(F)F)c2)CC1 | -4.8*
Cc1cccc(Cn2cc(SCC(=O)Nc3nccs3)c3ccccc32)c1 | -4.6*
COc1cc(CNC(=O)c2ccc3c(c2)S(=O)(=O)c2ccccc2C3=O)cc(OC)c1 | 1.2
O=C(c1ccc2c3c(cccc13)CC2)N1CCN(c2ncccn2)CC1 | -0.82
Cn1c(=O)c2c(ncn2CC(=O)OCC(=O)NC2CCCc3ccccc32)n(C)c1=O (stereo not given) | 0.91
COc1cc(NS(=O)(=O)c2ccc(C)cc2)c2ncccc2c1 | -1.7
Cc1cc(C)c2c(n1)sc1c(O)cc(=O)[nH]c12 | 0.54

(next part)
structure | Cav3 T inh
CC(C)NC(=O)c1ccccc1NC(=O)c1ccccc1N(C)S(C)(=O)=O | -0.16
CCOC(=O)CNc1c(-c2ccc(O)cc2)nc2ccc(Cl)cn12 | -1
CC1=Nn2c(nnc2-c2ccccc2)SC1 | 0.93
Cc1cc(NCCCN2CCOCC2)n2c(nc3ccccc32)c1C#N | 1.7
CCNC(=O)C1CC(=O)N(Cc2ccc3c(c2)OCO3)C(=Nc2ccc(OCC)cc2)S1 (stereo not given) | -0.015
O=C(CN1CCN(C(=O)c2cccs2)CC1)Nc1ccc(Br)cc1 | 0.78
COCCCNC(=O)C1CCN(c2nc(C)cc(C)n2)CC1 | -0.054
Cc1cc(N2CCCC2=O)c(N)cc1N | -0.2

Some of these compounds in order of the Cav3 T inh value, falling.
structure | Cav3 T inh
Cc1cc(NCCCN2CCOCC2)n2c(nc3ccccc32)c1C#N | 1.7
COCCCNC(=O)C1CCN(c2nc(C)cc(C)n2)CC1 | -0.054
CC(C)NC(=O)c1ccccc1NC(=O)c1ccccc1N(C)S(C)(=O)=O | -0.16

More results.
structure | Cav3 T inh
O=C(NCCN1CCN(c2ccccc2)CC1)C1CCN(S(=O)(=O)c2cccc3nonc23)CC1 | 0.27
Cc1ccc(S(=O)(=O)N(Cc2ccccc2)Cc2ccco2)cc1 | -0.28
CCOC(=O)c1nnc(-c2ccccc2)nc1Sc1ccccc1Cl | 0.7
Cc1cc(C)c(C(=O)CSc2nnc(-c3ccccc3Br)o2)cc1C | -1.1
CC(c1ccco1)N(C(=O)C12CC3CC(CC(C3)C1)C2)c1ccccn1 (stereo not given) | -1.9
Cc1cccc2c1-c1sc(C(=O)Nc3nccs3)cc1CO2 | 0.82
CN(C)CCN1C(=O)C(=O)/C(=C(/O)c2ccc(F)cc2)C1c1ccccc1F (stereo not given) | -1.9
COc1ccc(CC(=O)Nc2ccc(-c3csc(C)n3)cc2)cc1 | -0.87

Continuation.
structure | Cav3 T inh
Cc1ccc(NC(=O)CSc2nc(=O)cc(N)n2-c2ccccc2)cc1 | -0.21
COc1ccc(C2c3c(oc4ccccc4c3=O)C(=O)N2Cc2ccncc2)cc1OC (stereo not given) | 1.1
Cc1ccc(CN2C(=O)CCC2C(=O)NCc2ccc3c(c2)OCO3)cc1 (stereo not given) | 0.038
CC(=O)NS(=O)(=O)c1ccc(NC(=O)NC2CCCCC2)cc1 | -0.066
COc1cccc2c(=O)n(CC(=O)N3CCN(c4ccccc4)CC3)ccc12 | 0.47
O=C(CN1CCCCCC1)N/N=C/c1cccs1 | 0.33
Cn1cnc(S(=O)(=O)Nc2ccc(C(F)(F)F)cc2)c1 | -0.6
C=CCN1C(=O)C(CC(=O)NCC)SC1=Nc1ccc(S(N)(=O)=O)cc1 (stereo not given) | 0.019

A draw from above in order of heavy-atom count, smallest number first.
structure | Cav3 T inh
CC(=O)NS(=O)(=O)c1ccc(NC(=O)NC2CCCCC2)cc1 | -0.066
C=CCN1C(=O)C(CC(=O)NCC)SC1=Nc1ccc(S(N)(=O)=O)cc1 (stereo not given) | 0.019
Cc1ccc(CN2C(=O)CCC2C(=O)NCc2ccc3c(c2)OCO3)cc1 (stereo not given) | 0.038
COc1cccc2c(=O)n(CC(=O)N3CCN(c4ccccc4)CC3)ccc12 | 0.47

Further structures
structure | Cav3 T inh
O=C(COC(=O)c1ccc(Br)o1)Nc1ccc(S(=O)(=O)N2CCCC2)cc1 | -1.9
CCN1CCc2c(sc(NC(=O)c3ccc(S(=O)(=O)N4CCOCC4)cc3)c2C(N)=O)C1 | -0.63
Cc1nn(Cc2cccc(C(=O)NC(C)c3ccc(C(C)(C)C)cc3)c2)c(C)c1[N+](=O)[O-] (stereo not given) | -1.8
O=C1CC(c2ccccc2)CC(O)=C1C=NCc1ccccc1 (stereo not given) | -0.83
COC(=O)Nc1cc(C(F)(F)F)ccc1N1CCN(c2ccccc2)CC1 | -0.78
O=C(O)CCC(=O)Nc1ccccc1N1CCOCC1 | 0.33
CCN(CC)S(=O)(=O)c1cccc(-c2nnc(SCCOc3ccc(Cl)cc3)o2)c1 | -7.9*
CCOc1ccc(N2C(=O)CC(SC(=NC)Nc3ccc(F)cc3)C2=O)cc1 (stereo not given) | -2.5

Next structures follow:
structure | Cav3 T inh
Cc1ccccc1C(=O)N1CCN(c2ccc(NC(=O)c3ccco3)cc2Cl)CC1 | -0.6
C=CCNC(=O)NC(=O)COC(=O)CCCSc1nc2ccccc2[nH]1 | 0.51
CCOC(=O)c1c(Nc2ccc(Cl)cc2)sc(/C=C2\C=Nc3ccccc32)c1O | -1.3
CCOc1ccc2[nH]c(=O)c(C(c3nnnn3Cc3ccco3)N3CCCC(C)C3)cc2c1 (stereo not given) | -5.9*
O=C(c1ccco1)N1CCN(C(=O)C2CC(c3ccc(Cl)c(Cl)c3)=NO2)CC1 (stereo not given) | -0.36
Cn1nc(C(=O)NCc2cccnc2)c2ccccc2c1=O | 0.47
CCN1CC=C2C(C#N)=C(N)C(C#N)(C#N)[C@H](c3ccoc3)[C@H]2C1 | 0.075
CC(=O)Nc1ccc(Nc2ncnc3c2cnn3-c2ccc(C)cc2C)cc1 | 0.77

Carrying on.
structure | Cav3 T inh
C=CCn1c(NC)cc(=O)n(C)c1=O | 0.78
O=C(NC1CCCC1)C(c1ccccc1F)N(C(=O)c1ccco1)C1CCCC1 (stereo not given) | -2.1
COC(=O)c1ccc(NC(=O)CSc2nnc(C(C)NC(=O)c3ccccc3Cl)n2C)cc1 (stereo not given) | 0.99
CC(=O)Nc1ccc(CN2CCCCCCC2)cc1 | 1.1
NC(=O)c1ccsc1NC(=O)CSc1nc2ccccc2c(=O)n1CCCO | 0.59
O=S(=O)(c1ccc(Oc2ccc(S(=O)(=O)N3CCOCC3)cc2)cc1)N1CCOCC1 | 1.4
Cc1cc(C(F)(F)F)c(C#N)c(SCC(=O)NC(C)(C)C)n1 | 1.3
Clc1ccc(SCc2cc(Cl)nc(-c3ccccc3)n2)cc1 | -1.5

(further entries)
structure | Cav3 T inh
COc1cc(O)c(C(CCN2CCCC2)c2ccc(N(C)C)cc2)c(OC)c1 (stereo not given) | 1.3
O=C(c1ccccc1Cl)N1N=C(c2ccc(Br)cc2)CC1c1nc2ccccc2[nH]1 (stereo not given) | -3.6
COC(=O)c1c2c(nc3ccccc13)CCC2 | 0.16
CCCCCOC(=O)Cn1c(N2CCOCC2)nc2c1c(=O)[nH]c(=O)n2C | 1.3
CCn1c(CSc2nnc(-c3ccoc3C)n2C)nc2cc(S(=O)(=O)N(C)C)ccc21 | 0.55
COCC(=O)Nc1nc(-c2ccccc2)ns1 | 0.11
CCOC(=O)c1sc(=NC(=O)c2cc(OC)c(OC)c(OC)c2)n(C)c1C | 0.39
C=CCNc1nc(-c2ccccn2)nnc1-c1ccccc1 | -1.8

Next section
mol	Cav3 T inh
O=C(NCc1cccs1)C1CCCN(c2nc3ccccc3o2)C1 (stereo not given)	0.26
CCC1Oc2ccc(C)cc2N(CC(=O)NCCC2=CCCCC2)C1=O (stereo not given)	-5
O=[N+]([O-])c1ccc(S(=O)(=O)N2CCN(Cc3c[nH]c4ccccc34)CC2)cc1	-2.1
CC1(C)CC(=O)C=C(Nc2ccccc2O)C1	-1.2
COC(=O)C1=C(C)NC(=O)NC1c1cn(-c2ccccc2)nc1-c1cccs1 (stereo not given)	-1.4
Cc1ccc(Nc2nc(C(=O)N3CCC(C(=O)N4CCN(C)CC4)CC3)cs2)cc1	0.88
CC(C)OCCCNc1ncnc2c1cnn2-c1ccccc1	0.22
CC(=O)OCC(=O)[C@@]1(O)CC[C@H]2[C@@H]3CCC4=CC(=O)CC[C@]4(C)[C@H]3C(=O)C[C@@]21C	-0.2
CCOC(=O)CN(C(=O)CSc1nnc(C)n1-c1ccccc1)c1cccc([N+](=O)[O-])c1	1.2
O=C(NCc1cccnc1)NC1CCCN1S(=O)(=O)c1ccc(Cl)cc1 (stereo not given)	1.2
COCCSc1ccccc1C(=O)NCCCn1ccnc1	0.9
CN(C(=O)N1CCN(c2ccccn2)CC1)c1ccccc1	0.44
O=C1CCCc2oc3ccc(O)cc3c21	0.024
O=C(NN=C1CCCC1)C(=O)Nc1cccc(C(F)(F)F)c1	0.082
COc1ccc(C)cc1-n1nnnc1SCC(=O)c1ccc2c(c1)OCCO2	-0.39
Cc1ccc(C(=O)NC(=S)Nc2ccc3c(c2)OCCO3)c(C)c1	-0.2
Cc1cc(C)nc(N2CCCC(C(=O)Nc3ccc4c(c3)OCCO4)C2)n1 (stereo not given)	-1.9
C/C=C/Cn1c(Br)nc2c1c(=O)[nH]c(=O)n2C	0.038
CN(C)[C@H]1N(C(=O)c2ccc(Br)cc2)N=C2c3ccccc3S(=O)(=O)N21	0.26
CCOC(=O)c1ccc2[nH]cc(C(C)=O)c(=O)c2c1	0.0012
Cc1ccc(N=c2ssnc2Cl)cc1	0.036
COc1ccc(NC(=O)Cn2nnc(C(N)=O)c2N)c(OC)c1	-0.19
O=C(CN1C(=O)c2ccccc2C1=O)c1ccccc1	1.3
NC(=S)N/N=C/c1ccc(-c2cc(Cl)cc(Cl)c2)o1	-0.098
O=C(NCC1CC1)c1ccc2c3n(nc2c1)-c1ccc(Cl)cc1CO3	-1.4
CC1Cc2ccccc2N1C(=O)CSc1nnc2n1C(C)(C)Cc1ccccc1-2 (stereo not given)	-3
COc1ccc(S(=O)(=O)CCc2nc3ccccc3s2)cc1	0.14
CCN(CCCNC(=O)C1CCN(S(=O)(=O)c2c(C)[nH]c(=O)[nH]c2=O)CC1)c1cccc(C)c1	0.36
CCCn1c2ccccc2c2nnc(SCC(=O)Nc3ncccn3)nc21	0.96
C/C(=N\O)C1(C)N(O)C(C)(C)C(c2ccc(Br)cc2)=[N+]1[O-] (stereo not given)	-0.0027

Remaining list, next part:
mol	Cav3 T inh
Cc1cc(NC(=O)CCOc2ccccc2)no1	-1.1
CC1(c2cc(C(F)(F)F)n3nc(C(=O)O)cc3n2)CC1	0.22
CC(C)C(c1nnnn1C1CCCC1)N1CCN(C(=O)c2ccco2)CC1 (stereo not given)	-1.6
COCCN1C(=O)c2ccccc2C(C(=O)Nc2ccc3c(c2)OCCO3)C1c1ccc(F)cc1 (stereo not given)	0.55
CC1(OC(=O)C2CCCC2)C(=O)C=C2C=C(c3ccsc3)N(C3CCCCC3)C=C2C1=O (stereo not given)	-0.2
CCC(C)NS(=O)(=O)c1cccs1 (stereo not given)	1.1
CC(C)N=c1scc(-c2ccco2)n1/N=C/c1ccc(O)c(O)c1	-2.5
c1ccc(CC2CNc3ccccc3CN2)cc1 (stereo not given)	-0.032
COc1ccccc1-n1c(CNC(=O)c2ccccc2)nnc1SCC(=O)Nc1nnc(C)s1	0.56
O=C(NC1CCC(NC(=O)C(F)(F)C(F)F)CC1)C(F)(F)C(F)F (stereo not given)	0.02
Cc1cccc(C)c1NC(=O)CSCCO	0.45
O=C(C1CCN(S(=O)(=O)c2cccs2)CC1)N1CCCCCC1	1.3
CCCc1cc(=O)n2[nH]c(CCc3ccccc3)nc2n1	-0.27
Cc1ccc2[nH]c(=O)c3cc(C(=O)N(CCCOC(C)C)Cc4ccco4)sc3c2c1	-1
O=c1[nH]c(=O)n(CCO)c2nnn(Cc3ccccc3)c12	0.51
COc1ccccc1/C=C/CN1CCN(c2ccccc2)CC1	-0.19
CCN(CC)C(=O)C1CCN(Cc2ccc(Br)cc2)CC1	0.18
Cc1cc(OCc2nc(-c3cccs3)no2)cc(C)c1Cl	0.14
O=C(C1=C(O)C(=O)N(Cc2ccccc2)C1c1ccco1)c1ccco1 (stereo not given)	-3.1
COc1cc(OC)c(C2C(C(=O)Nc3ccccc3)=C(C)Nc3ncnn32)cc1OC (stereo not given)	0.41
Cc1scc(C(=O)Nc2ccon2)c1-c1ccccc1	-0.69
O=c1c(Cc2ccc(F)cc2)c(O)ccn1Cc1ccc(Cl)cc1Cl	0.014
COC(=O)[C@H](C)NC(=O)Nc1cc(Cl)ccc1C	-0.014
Cc1ccc2c(NC(=O)C3CC3)cccc2n1	-0.3
Cc1cccc(C(=O)NC2CC3CCCC(C2)N3C(=O)NC2CCCCC2)c1 (stereo not given)	1.3
COc1ccc2[nH]c(=O)c(CN(Cc3nnnn3Cc3ccco3)C3CCCCC3)cc2c1	0.77
COc1ccc(OC)c(NC(=O)C(CC(C)C)NC(=O)C2CCCCC2)c1 (stereo not given)	-0.69

The list is partial; count on the stated rates, not on these rows.
